VCAM1 TNFa inh = inhibitors of TNFa-induced VCAM1 expression, primary screen, imaging, HUVEC, TNFa stimulus, immunofluorescence | 0.48% of 95,000 active | HUVEC TNFa-induced VCAM-1 immunofluorescence, high-content imaging | inhibition, % at 2 µM;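 active = inhibition above the batch mean plus 3 SD, with images confirmed as a hit by eye, cut at about 37% in these data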;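 also: 0% = TNF-stimulated DMSO wells and 100% = unstimulated control wells; not every result past the cut was called active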
TNFa cytotox = cytotoxicity in TNFa-stimulated HUVEC, primary screen, cytotoxicity control for VCAM1 expression modulator project, imaging, Hoechst nuclei count; HUVEC TNFalpha-stimulated, Hoechst cell count; AID 848, 2007; 0.17% of 93,000 active; cell count reduction, % at 2 µM;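 active = cell count reduction exceeding the screen mean by over 5 SD, scaled to untreated wells per plate, cut at about 78% in these data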;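 also: cells counted after 24 h of TNF alpha exposure following the 1 h pretreatment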
Smad3 FoxH1 inh = Smad3/FoxH1 peptide binding inhibitors, primary screen, biochemical, TR-FRET | 0.29% of 88,000 active | inhibition, % at 25 µM | TR-FRET Smad3/Dy647-FoxH1 peptide binding, europium anti-His | Mothers against decapentaplegic homolog 3 (Homo sapiens), P84022 | AID 630, 2007;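 active = compounds that reduce the energy-transfer binding signal between the protein and its labelled peptide by more than half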;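 also: 0% = Smad3 plus labelled peptide maximal FRET and 100% = peptide-only background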
Target sequence (P84022 whole entry, looked up): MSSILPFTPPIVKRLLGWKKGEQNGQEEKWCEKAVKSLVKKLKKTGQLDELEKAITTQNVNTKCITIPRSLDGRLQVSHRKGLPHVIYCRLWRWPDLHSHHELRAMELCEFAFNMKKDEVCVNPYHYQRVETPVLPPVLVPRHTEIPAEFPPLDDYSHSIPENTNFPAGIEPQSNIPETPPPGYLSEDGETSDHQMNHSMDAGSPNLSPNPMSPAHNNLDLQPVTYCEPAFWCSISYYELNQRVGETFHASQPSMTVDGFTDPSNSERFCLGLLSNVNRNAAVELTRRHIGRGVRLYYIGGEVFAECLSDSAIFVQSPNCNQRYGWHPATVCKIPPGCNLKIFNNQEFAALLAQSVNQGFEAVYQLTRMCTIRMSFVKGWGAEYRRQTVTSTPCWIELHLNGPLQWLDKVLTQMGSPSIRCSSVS
HUVEC tox IL1B = cytotoxicity in IL-1B stimulated HUVEC, primary screen, cytotoxicity control for IL-1B NFkB translocation project, imaging, Hoechst nuclear count, IL-1B stimulus. 0.41% of 94,000 active. HUVEC cell count loss. cell count reduction, % at 2 µM;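 active = cell count reduction more than 3 SD above the screen-wide mean, cut at about 70% in these data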;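 also: normalized per plate to untreated control cells as the no-loss baseline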
hDAT+cocaine = changed hDAT dopamine uptake under cocaine IC80, either direction, primary screen, cocaine antagonist project, cell-based, LLC-PK1 hDAT, [14C]-dopamine uptake, MLSMR; AID 449768, 2010; LLC-PK1 hDAT cells, [14C]-dopamine uptake with cocaine IC80; actives deviate in either direction; B-score at 10 µM; Sodium-dependent dopamine transporter (Homo sapiens), Q01959; 1.3% of 110,000 active;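 active = Z score or B-score, a plate-position-corrected score, falls beyond the plate's 99.7% confidence bounds, in either direction; inactive = both scores lie inside the 99.7% bounds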;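 also: scored against the spread of the other compound wells on the same plate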
Target sequence (Q01959 whole entry, looked up): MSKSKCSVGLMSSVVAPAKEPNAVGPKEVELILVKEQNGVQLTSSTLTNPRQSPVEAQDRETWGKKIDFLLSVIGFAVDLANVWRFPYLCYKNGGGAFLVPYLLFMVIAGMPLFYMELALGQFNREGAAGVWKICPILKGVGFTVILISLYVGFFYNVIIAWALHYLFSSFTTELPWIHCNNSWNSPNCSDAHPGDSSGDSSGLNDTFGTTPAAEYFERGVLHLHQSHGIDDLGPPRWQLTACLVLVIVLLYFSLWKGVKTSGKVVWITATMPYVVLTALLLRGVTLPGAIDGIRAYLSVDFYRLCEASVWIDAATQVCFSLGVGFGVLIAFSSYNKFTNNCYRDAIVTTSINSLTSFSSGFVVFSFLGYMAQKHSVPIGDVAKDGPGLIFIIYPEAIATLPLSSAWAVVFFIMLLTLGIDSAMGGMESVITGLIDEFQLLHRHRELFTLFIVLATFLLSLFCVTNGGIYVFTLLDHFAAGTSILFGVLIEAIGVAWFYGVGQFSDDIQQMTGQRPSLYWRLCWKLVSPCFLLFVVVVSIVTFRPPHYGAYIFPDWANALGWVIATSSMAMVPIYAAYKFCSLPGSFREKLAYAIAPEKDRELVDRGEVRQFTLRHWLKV
PTPN22 inh 2 = PTPN22 phosphatase inhibitors, primary screen, biochemical, DiFMUP fluorescence, 2 µM | Tyrosine-protein phosphatase non-receptor type 22 (Homo sapiens), Q9Y2R2 | recombinant LYP catalytic domain | inhibition, % at 2 µM | 0.21% of 96,000 active | AID 640, 2007;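 active = inhibition at 2 µM at or above a set limit, the screen mean plus 3 SD, cut at about 24% in these data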;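 also: 0% = DMSO with enzyme and 100% = enzyme fully blocked by orthovanadate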
Candida biofilm = clotrimazole potentiators killing Candida biofilms, primary screen, with clotrimazole, Alamar Blue. C. albicans biofilm + clotrimazole. AID 834, 2007. inhibition, % at 6 µM. 0.14% of 85,000 active;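 active = inhibition above 20%; inactive = inhibition below 20%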;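 also: preformed 24 hr biofilms exposed to compound for 48 hr; 0% = biofilm without compound and 100% = blank killed by clotrimazole plus chlorhexidine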
F-actin modifier = modifiers of F-actin cytoskeleton organization, primary screen, imaging, HUVEC, phalloidin staining, high-content imaging; HUVEC TNFa F-actin phalloidin imaging; inhibition, % at 2 µM; 0.18% of 91,000 active;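 active = inhibition above the batch mean plus 3 SD and confirmed as a hit by visual image inspection, cut at about 30% in these data, passing the limit was not always enough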; also: strong numbers were not always called active
MT1-MMP txn act = MT1-MMP promoter reporter activation – cell-based, luciferase luminescence, primary screen; activation factor at 10 µM; HT1080 MT1-MMP promoter luciferase reporter, overnight; active compounds read high; 0.16% of 86,000 active; AID 750, 2007;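 active = activation factor of at least 2 for MT1-MMP transcription at 10 µM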
Starred values were filed as active, the others as inactive; x = not tested or not shown; [ ] = remark or other dose.

molecule	VCAM1 TNFa inh	TNFa cytotox	Smad3 FoxH1 inh	HUVEC tox IL1B	hDAT+cocaine	PTPN22 inh 2	Candida biofilm	F-actin modifier	MT1-MMP txn act
CC(=O)NC(CCS(C)(=O)=O)C(=O)Nc1cc(Cl)ccc1Cl (stereo unspecified)	x	x	5	x	-0.48	x	7	x	0.9
CCCOC(=S)Nc1ccccc1	-29	-10	5	-6	-1.1	-1	4	-14	1.4
O=C(Nc1ccon1)c1cccc(S(=O)(=O)N2CCCC2)c1	-8	-27	3	-11	0.58	-9	7	3	1.2
CCCN1C(=O)C(NC(C)=O)c2cc(OC)ccc21 (stereo unspecified)	6	-3	x	-1	-0.24	0	x	-3	1.1
COCCN1Cc2cccc(C(=O)Nc3cccc(C)c3C)c2C1=O	-1	-12	-2	6	1	-34	5	x	1.2
COc1ccc(CCNC(=O)CCn2c(SCC#N)nc3ccccc3c2=O)cc1OC	-13	-2	7	-22	-0.093	-4	6	-17	1.1
Cc1cc(C)c2c(=O)[nH]c(SCC(=O)Nc3ccc(N(C)C)cc3)nc2n1	4	-26	-23	1	0.057	-10	-3	12	1
Cc1cc(C)n2c(SCC(=O)Nc3ccccc3)nnc2n1	9	-15	-1	-16	-0.18	-6	5	-2	1.1
CC1CCCCN1C(=O)c1cc2nc(-c3ccccc3)cc(-c3ccccc3)n2n1 (stereo unspecified)	-15	-7	7	-8	1.2	10	6	-2	0.9
COc1ccccc1CNC(=O)CCc1nc2ccccc2c(=O)[nH]1	-8	-18	2	-8	0.51	-8	0	2	x
Cc1cccc(-c2nc3ccccc3c3nncn23)c1	22	-10	6	9	0.07	-4	4	-1	1.1
Nc1nnc(SCC(=O)NC2CCCCC2)n1-c1ccccc1	1	4	-3	2	-0.5	5	4	-20	1.1
Cn1c(=O)c2c(nc(N3CCOCC3)n2C)n(C)c1=O	-8	-33	5	-31	-0.84	-6	7	1	1.1
Cc1ccc(SCC(=O)O/N=C(\N)c2cccc([N+](=O)[O-])c2)cc1	-14	x	x	16	x	2	x	-4	x
CC(C)(C)NC(=O)CSc1ncnc2c1nnn2Cc1ccccc1Cl	5	-7	2	22	1.1	0	7	-30	0.8
CCOC(=O)C1CCN(S(=O)(=O)c2ccc(OC)c(Cl)c2Cl)CC1	-25	-12	8	-104	-0.33	-9	-2	0	1.2
O=C(NC1CC2CCCC(C1)N2C(=O)Nc1ccc(Cl)c(C(F)(F)F)c1)C1CC1 (stereo unspecified)	11	-18	-1	-2	-0.017	1	4	4	1.2
CCOc1ccc(S(=O)(=O)Nc2ccccc2C(=O)NCC2CCCO2)cc1 (stereo unspecified)	26	11	2	-6	0.25	-14	10	16	1.1
CC1CN(S(=O)(=O)c2ccc(C(=O)Nc3sc4c(c3C(N)=O)CCN(C)C4)cc2)CC(C)O1 (stereo unspecified)	x	x	-7	x	-1	x	15	x	1
O=C(c1noc2c1CCCC2)N1CCN(c2ccccc2)CC1	x	x	-2	x	0.23	x	7	x	1.2
COC(=O)c1[nH]c2cccc(OC)c2c1NC(=O)CN1CCOCC1	14	7	-14	-2	0.33	4	4	23	1.2
COC(=O)c1cc(N2C(=O)C3C(C2=O)C2(C)C=CC3(C)O2)ccc1Cl (stereo unspecified)	6	-22	16	x	1	-7	11	2	1.1
CCn1c(SCC(=O)NCc2ccc(F)cc2)nc2c(c1=O)SC(C)C2 (stereo unspecified)	x	x	4	x	-0.98	x	19	x	1.1
c1ccc(Cn2ncc3c(N4CCOCC4)ncnc32)cc1	-24	-15	7[fluorescence artefact?]	-18	-1.3	-6	2	1	1.1
COc1ccccc1CNC(=O)c1ccccc1N(C)S(C)(=O)=O	-14	-1	8	-3	1.5	-6	3	4	0.9
CCCN1C(=O)/C(=C/c2ccc(C)s2)SC1=Nc1ccc(OC)cc1	4	-12	x	-74	0.095	14	x	-4	x
CC(Nc1ccccc1)C(=O)Nc1ccc(F)cc1 (stereo unspecified)	0	-29	x	-7	-0.24	-4	x	7	x
CC1CC(C)CN(C(=O)c2cc(-c3ccccn3)nc3ccccc23)C1 (stereo unspecified)	-15	-19	5	-6	0.28	9	2	x	1.1
CCC(Sc1nc2c(cnn2-c2ccc(Cl)cc2)c(=O)[nH]1)C(=O)OC (stereo unspecified)	x	x	-2	x	0.94	x	13	x	1
COc1ccc(C(=O)Cn2nnc(-c3ccccc3NC(=O)C3CC3)n2)cc1	-2	-18	4	-7	0.69	4	5	2	1.1
COc1ccccc1-c1nc(C#N)c(N2CCC(Cc3ccccc3)CC2)o1	14	-55	-2	-51	0.52	-8	2	13	1.2
O=C(CCCn1c(=S)[nH]c2ccc(Br)cc2c1=O)NCC1CCCO1 (stereo unspecified)	15	8	x	-14	-1.7	-8	x	-28	x
Cc1ccc(CNC(=O)COC(=O)c2ccc(S(=O)(=O)N3CCCC3)cc2)cc1	14	-7	x	3	-1.7	-2	x	12	x
CC(=O)c1cc(-c2ccccc2)n(CC(=O)NC2CCCC2)c1C	-8	1	-14	11	-0.03	-5	3	-7	1
COc1ccc(S(=O)(=O)Nc2ccccc2SC)cc1C	20	-3	-3	10	-0.0084	3	-3	1	1
CCc1c(C(=O)Nc2ccc(S(=O)(=O)N3CCOCC3)cc2)csc1C	-10	-19	5	51	0.13	-4	7	3	1.1
COc1ccc(CNc2ncnc(N)n2)cc1	-10	-16	-24	15	-0.086	3	0	5	1.2
CCn1c(=O)c(C(=O)NCCNCCO)c(O)c2ccccc21	-12	-6	17[fluorescence artefact?]	-8	1.3	-6	5	35	1
CCOCCCNC(=O)C(c1ccc(OC)cc1)N(Cc1ccc2c(c1)OCO2)C(=O)CNC(C)=O (stereo unspecified)	14	-18	19	-8	0.016	6	3	9	1
CCC(c1nnnn1C(C)(C)CC)N(CCCO)Cc1cc2cc(C)cc(C)c2[nH]c1=O (stereo unspecified)	x	x	11	x	0.017	x	7	x	1.2
COc1cccc(-n2c(COc3ccccc3C)nnc2SCC(=O)O)c1	8	-15	2	-8	-0.4	0	7	-20	1.1
CC(C)(C)Cc1nnc(NS(=O)(=O)Cc2ccccc2)s1	-32	-28	2	-15	-0.42	-1	5	17	1.2
CCc1nnc(SCC(=O)NC2CCCC2)nc1CC	2	-9	-1	-2	-0.0066	0	7	-4	1
COc1ccc(C(=O)N(CN2CCCC2=O)c2ccccc2OC)cc1OC	11	-6	x	-2	0.44	-1	x	4	1.1
Cc1ccc(C2CC(c3ccc(F)cc3)Nc3nc(N)nn32)cc1 (stereo unspecified)	x	x	3	x	-1.4	x	9	x	1.1
CCOc1cc(/C=N/NC(=O)CNc2cccc(C)c2)ccc1OC(=O)c1ccccc1	21	4	6	8	2.2	-3	-2	-8	1.1
COC(=O)CNC(=O)c1ccccc1F	8	-2	-15	6	0.12	14	4	-10	1.1
O=C(O)CCCC(=O)Nc1ccccc1C(=O)O	-2	-4	-6	-10	-0.73	2	11	-36	1
COc1cc2c3nnc(-c4ccc(F)cc4)c-3cn(Cc3cccc(C)c3)c2cc1OC	13	-6	1	-1	-0.38	-3	12	-2	x
COCCCn1c(SCC(=O)Nc2ccc(NC(=O)c3ccco3)c(OC)c2)nc2ccccc2c1=O	1	-3	-1	-4	0.66	4	1	3	0.9
C1=C(C(c2nnnn2C2CCCCC2)N2CCCCC2)COc2ccccc21 (stereo unspecified)	-9	-15	-10	-20	-1.3	12	8	13	1
C/C(Cl)=C\Cn1c(N2CCCC2)nc2c1c(=O)[nH]c(=O)n2C	-4	-17	10	-5	1.2	-11	11	-8	1
COCCCNc1nc2ccccc2nc1NS(=O)(=O)c1cccs1	-2	-5	4	18	-0.75	0	12	1	1.1
COc1ccc(/C=C(/C#N)C(=O)Nc2ccc(C)cc2C)cc1C(=O)O	16	-61	x	12	0.74	6	x	25	x
Cc1nc(SCC(=O)c2cc3ccccc3oc2=O)c(C#N)c(C)c1C(=O)Nc1ccccc1	10	-22	x	-18	-0.74	20	x	17	x
O=c1c(-c2ccccc2)coc2c(CN3CCCC3)c(O)ccc12	8	-10	-1	26	-0.22	-16	3	-2	1
CC(=O)Nc1ccc(S(=O)(=O)Oc2ccc(N3C(=O)C4CCCCC4C3=O)cc2)cc1 (stereo unspecified)	-20	0	x	-36	0.31	4	x	-7	x
CC1CC1C(=O)OCC(=O)NCc1ccccc1Cl (stereo unspecified)	7	37	-8	-50	0.19	-6	6	-2	1.3
Cc1cc(Br)ccc1OCCCCNCCO	4	-13	x	-2	-0.39	8	x	2	x
Cc1ccc(C(=O)N/N=C\c2ccc[nH]2)cn1	16	-20	-3	-30	-0.74	-1	5	-3	1.2

The listing continues.
molecule	VCAM1 TNFa inh	TNFa cytotox	Smad3 FoxH1 inh	HUVEC tox IL1B	hDAT+cocaine	PTPN22 inh 2	Candida biofilm	F-actin modifier	MT1-MMP txn act
CC(C)Sc1nc(N2CCCC2)c2c(c1C#N)CC(C)(C)OC2	x	x	2	x	0.083	x	3	x	1
COc1cc(S(=O)(=O)N2CCOCC2)ccc1NC(=O)COC(=O)CC12CC3CC(CC(C3)C1)C2	2	-7	x	2	0.53	2	x	-11	x
CC(=O)NCC(=O)N(c1c(C)n(C)n(-c2ccccc2)c1=O)C1(C(=O)NC2CCCC2)CCCCC1	x	x	0	x	0.059	x	8	x	1.1
CCC(=O)N1CCc2cc(S(=O)(=O)CCC(=O)Nc3ccc(F)c(F)c3)ccc21	-1	-10	5	2	0.13	-4	4	5	x
CCCCNc1ncnc2c1cnn2-c1ccc(Cl)cc1	x	x	19[fluorescence artefact?]	x	1.9	x	6	x	1.6
O=C(c1cc(-c2ccc(Cl)cc2)n(-c2ccc(Cl)c(Cl)c2)n1)N1CCOCC1	-1	-24	x	-11	1.4	-8	x	9	x
CCC12CCCN3CCC4(C(=C(C(=O)OC)C1)Nc1ccccc14)C32 (stereo unspecified)	6	-32	0	-14	-0.91	3	7	11	1.3
COCCNC(=O)c1ccccc1-c1nc(-c2ccccc2OC)no1	14	-3	-1	-20	0.13	-5	8	8	1.3
O=C(Nc1ccc(S(=O)(=O)N2CCCCC2)cc1)c1ccncc1	5	-9	14	19	0.046	-2	-5	-12	1
Cn1c(CN2CCCCC2)nc2cc(NC(=O)c3ccccc3)ccc21	19	0	-4	-19	0.05	-4	3	6	1.5
Cc1cc(O)c(C(=O)c2ccccc2C(=O)O)cc1C	-7	-3	1	-3	-0.021	-6	7	-8	1.1
Cn1c(=O)cc(OCCCC(=O)N2CCCCC2)c2ccccc21	-2	-8	8	-12	-0.052	-20	4	16	1.1
COc1cccc(-c2cc3nc4c(c(N5CCC6(CC5)OCCO6)n3n2)CCCC4)c1	4	-5	10	2	2	-3	0	-14	1.2
COc1ccc(/C(O)=C/Sc2nnc(Cc3ccccc3)o2)cc1	-4	-18	x	3	x	-9	x	-6	x

High-throughput results (PubChem)

Some of the compounds tested; the hit share may differ from the screen's.
